MazF activator = activators of E. coli MazEF toxin-antitoxin RNase, primary screen, biochemical, fluorescence, uHTS; FAM/BHQ RNA-DNA oligo cleavage fluorescence, 5 h; activation, % at 20 µM; hit rate 0.32% among 350,000; AID 504720, 2011; in the data active = activation above about 50%
Target sequence (P0AE70 whole entry, looked up): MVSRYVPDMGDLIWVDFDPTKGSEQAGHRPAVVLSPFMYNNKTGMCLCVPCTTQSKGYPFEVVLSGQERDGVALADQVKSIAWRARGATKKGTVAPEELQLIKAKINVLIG
GDH-TPI inh = GDH-TPI coupling enzyme inhibitors, primary screen, artefact control for M. tuberculosis FBA inhibitor project, biochemical, absorbance, full deck. GDH-TPI coupled enzyme counterscreen, NADH absorbance. inhibition, % at 4.8 µM. hit rate 1.2% among 360,000; in the data active = inhibition above about 30%;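 also: 0% = DMSO wells and 100% = wells lacking the enzyme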
Mtb FBA inh = Mtb FBA enzyme inhibitors, primary screen, biochemical, fluorescence, strain H37Rv | Fructose-bisphosphate aldolase (Mycobacterium tuberculosis (strain ATCC 25618 / H37Rv)), … | purified M. tuberculosis FBA, fluorescence read-out | inhibition, % at 1 µM | hit rate 2.3% among 360,000; in the data active = inhibition above about 27%;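 also: 0% = vehicle and 100% = reference inhibitor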
Target sequence (P9WQA3 whole entry, looked up): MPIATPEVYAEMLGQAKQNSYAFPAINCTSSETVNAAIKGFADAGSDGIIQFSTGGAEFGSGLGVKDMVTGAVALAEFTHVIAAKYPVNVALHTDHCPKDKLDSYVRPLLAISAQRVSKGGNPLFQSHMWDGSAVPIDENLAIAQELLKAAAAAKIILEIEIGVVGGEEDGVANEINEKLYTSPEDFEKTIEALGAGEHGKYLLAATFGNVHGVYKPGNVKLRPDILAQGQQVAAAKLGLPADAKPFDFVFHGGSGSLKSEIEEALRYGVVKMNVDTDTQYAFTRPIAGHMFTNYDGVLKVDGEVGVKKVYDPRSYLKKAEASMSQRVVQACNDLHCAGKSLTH
PrPC TRFRET = inhibitors of human cell surface prion protein PrPC, primary screen, cell-based, TR-FRET | TR-FRET read-out | inhibition, % at 13.8 µM | hit rate 0.43% among 370,000 | AID 720596, 2013; in the data active = inhibition above about 24%; also: 0% = median of the test wells and 100% = reference compound wells
Mtb UGM inh = M. tuberculosis UGM enzyme inhibitors, primary screen, biochemical, fluorescence polarization, single point; AID 504406, 2011; purified UGM, fluorescence polarization probe displacement; inhibition, % at 10 µM; UDP-galactopyranose mutase (Mycobacterium tuberculosis (strain ATCC 25618 / H37Rv)), …; hit rate 0.06% among 320,000; in the data active = inhibition above about 10%, passing the limit was not always enough
BoNT-F LC inh = BoNT/F light chain protease inhibitors, primary screen, biochemical, flow cytometry, MLPCN library. Multiplex microsphere protease cleavage assay. AID 588497, 2011. hit rate 0.22% among 360,000. inhibition, % at 10 µM. Botulinum neurotoxin type F light chain protease (Clostridium botulinum); in the data active = inhibition above about 35%, passing the limit was not always enough; also: plate controls were buffer without enzyme for full effect and enzyme alone for no effect
FadD28 binding = inhibitors of FadD28 bisubstrate probe binding, primary screen, biochemical, fluorescence polarization, single point. Mycobacterium tuberculosis FadD28 fatty-acid-AMP ligase. inhibition, % at 12.5 µM. hit rate 0.22% among 360,000. AID 588549, 2011; in the data active = inhibition above about 8.5%, passing the limit was not always enough
Rv3671c protease = Rv3671c serine protease inhibitors, primary screen, biochemical, fluorescence polarization, M. tuberculosis H37Rv. inhibition, % at 5.96 µM. hit rate 0.048% among 320,000; in the data active = inhibition above about 38%;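 also: extracellular domain of Rv3671c used as enzyme; 0% = enzyme with DMSO and 100% = no enzyme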
Target sequence (P9WHR9 whole entry, looked up, the tested form may be a part): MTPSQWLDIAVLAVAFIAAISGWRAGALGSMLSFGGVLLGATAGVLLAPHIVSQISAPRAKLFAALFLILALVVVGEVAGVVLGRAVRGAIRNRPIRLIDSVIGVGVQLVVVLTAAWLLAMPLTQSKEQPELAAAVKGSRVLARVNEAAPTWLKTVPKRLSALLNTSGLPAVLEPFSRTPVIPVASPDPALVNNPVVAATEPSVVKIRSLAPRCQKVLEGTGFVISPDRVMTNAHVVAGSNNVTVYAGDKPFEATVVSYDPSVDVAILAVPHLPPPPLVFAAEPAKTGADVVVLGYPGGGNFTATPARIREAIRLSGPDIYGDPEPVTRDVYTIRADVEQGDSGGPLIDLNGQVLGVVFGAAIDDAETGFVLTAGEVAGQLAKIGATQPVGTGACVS
BioA inh = M. tuberculosis BioA enzyme inhibitors, primary screen, biochemical, plate reader, single point, HTS; hit rate 0.096% among 360,000; AID 602481, 2012; inhibition, % at 9.99 µM; 7,8-diaminopelargonic acid synthase BioA (Mycobacterium tuberculosis); purified M. tuberculosis BioA enzyme; in the data active = inhibition above about 40%
* = called active by the depositor; & = joins results of further samples.

What do the screens show for `CCN1CCN(c2ncc(C(=O)N3CCN(c4ccccc4OC)CC3)c3ccccc23)CC1`?
MazF activator: 6; GDH-TPI inh: 2; Mtb FBA inh: 0; PrPC TRFRET: -6; BoNT-F LC inh: -13; FadD28 binding: -3.7; BioA inh: -0.6

Results for C/C(=N\NC(=O)c1cccs1)c1ccc2c(c1)OCO2 ?
MazF activator: 9; GDH-TPI inh: 9; Mtb FBA inh: 5; PrPC TRFRET: 1; Mtb UGM inh: 1.4; BoNT-F LC inh: 2; FadD28 binding: -0.2; Rv3671c protease: 2

How did CCN(c1ccccc1)S(=O)(=O)c1ccc(C(=O)NCc2ccco2)cc1 do in these assays?
MazF activator: 9; GDH-TPI inh: -9; Mtb FBA inh: 4; PrPC TRFRET: -3; BoNT-F LC inh: 1; FadD28 binding: 0.1; Rv3671c protease: 4; BioA inh: 4.0

Results for C=CCc1ccc(OCCOCCNCCCC)c(OC)c1 ?
MazF activator: 7; GDH-TPI inh: 6; Mtb FBA inh: 1; PrPC TRFRET: -7; Mtb UGM inh: -0.8; BoNT-F LC inh: -9; FadD28 binding: -0.1; Rv3671c protease: -1; BioA inh: 0.6

What do the screens show for `COc1ccc(/C=C/C(=O)Nc2nnc(C(C)C)s2)cc1OC`?
MazF activator: 10; GDH-TPI inh: 34*; Mtb FBA inh: 6; PrPC TRFRET: 8; Mtb UGM inh: 8.6; BoNT-F LC inh: -1; FadD28 binding: 0.2; Rv3671c protease: -6; BioA inh: -0.5

Results for CC1=NN(C(=O)c2ccncc2)C(=O)C1N=Nc1ccc2ccccc2c1 (stereo not given) ?
MazF activator: -12; GDH-TPI inh: 28; Mtb FBA inh: 0; PrPC TRFRET: 4; BoNT-F LC inh: 2; FadD28 binding: -1.1

Results for CSC1=NCCN1C(=O)c1ccc(S(=O)(=O)N2CCOCC2)cc1 ?
MazF activator: 4; GDH-TPI inh: 3; Mtb FBA inh: 5; PrPC TRFRET: -2; Mtb UGM inh: -0.2; BoNT-F LC inh: 1; FadD28 binding: 0.4; Rv3671c protease: 0; BioA inh: 0.5

How did O=C(Nc1ccccn1)C1CCN(S(=O)(=O)c2cccs2)CC1 do in these assays?
MazF activator: 6; GDH-TPI inh: 4; Mtb FBA inh: -2; PrPC TRFRET: -1; Mtb UGM inh: 2.0; BoNT-F LC inh: -4; FadD28 binding: 0.5; Rv3671c protease: -8; BioA inh: -0.1

Results for O=C(CN1CCN(C(=O)CCC(=O)N2CCC(c3ccccc3)=N2)CC1)Nc1cccc(F)c1 ?
MazF activator: -7; GDH-TPI inh: 1; Mtb FBA inh: -1; PrPC TRFRET: -6; BoNT-F LC inh: -6; FadD28 binding: -2.6; BioA inh: 3.1

How did Cc1nc(N2CCc3ccccc3C2)[nH]c(=O)c1CCC(C)C do in these assays?
MazF activator: -4; GDH-TPI inh: 4; Mtb FBA inh: 0; Mtb UGM inh: -1.7; BoNT-F LC inh: -2; FadD28 binding: -1.4; Rv3671c protease: -1

How did CCOC(=O)c1ccc(NC(=S)N(CCCN(CC)CC)Cc2ccco2)cc1 do in these assays?
MazF activator: 9; GDH-TPI inh: 6; Mtb FBA inh: -3; PrPC TRFRET: -4; Mtb UGM inh: -0.5; BoNT-F LC inh: -1; FadD28 binding: 1.4; Rv3671c protease: -6; BioA inh: 1.0

Results for CCCS(=O)(=O)NC(=O)C1(C)CCCN(C(=O)COCc2ccccc2)C1 (stereo not given) ?
GDH-TPI inh: -1; Mtb FBA inh: -2; PrPC TRFRET: 7; BoNT-F LC inh: -9; FadD28 binding: -4.3; BioA inh: 0.0

Pulled by structure from above (two):
How did O=C(Nc1ccccn1)C1CCN(S(=O)(=O)c2cccs2)CC1 do in these assays?
MazF activator: 6; GDH-TPI inh: 4; Mtb FBA inh: -2; PrPC TRFRET: -1; Mtb UGM inh: 2.0; BoNT-F LC inh: -4; FadD28 binding: 0.5; Rv3671c protease: -8; BioA inh: -0.1

What do the screens show for `COc1ccc(/C=C/C(=O)Nc2nnc(C(C)C)s2)cc1OC`?
MazF activator: 10; GDH-TPI inh: 34*; Mtb FBA inh: 6; PrPC TRFRET: 8; Mtb UGM inh: 8.6; BoNT-F LC inh: -1; FadD28 binding: 0.2; Rv3671c protease: -6; BioA inh: -0.5

Nothing new here: 3 of the compounds above.
How did CCN(c1ccccc1)S(=O)(=O)c1ccc(C(=O)NCc2ccco2)cc1 do in these assays?
MazF activator: 9; GDH-TPI inh: -9; Mtb FBA inh: 4; PrPC TRFRET: -3; BoNT-F LC inh: 1; FadD28 binding: 0.1; Rv3671c protease: 4; BioA inh: 4.0

Results for C=CCc1ccc(OCCOCCNCCCC)c(OC)c1 ?
MazF activator: 7; GDH-TPI inh: 6; Mtb FBA inh: 1; PrPC TRFRET: -7; Mtb UGM inh: -0.8; BoNT-F LC inh: -9; FadD28 binding: -0.1; Rv3671c protease: -1; BioA inh: 0.6

What do the screens show for `COc1ccc(/C=C/C(=O)Nc2nnc(C(C)C)s2)cc1OC`?
MazF activator: 10; GDH-TPI inh: 34*; Mtb FBA inh: 6; PrPC TRFRET: 8; Mtb UGM inh: 8.6; BoNT-F LC inh: -1; FadD28 binding: 0.2; Rv3671c protease: -6; BioA inh: -0.5

Remaining list, next part:
What do the screens show for `CC(C)Oc1cccc(-c2cc(C(=O)NN3CCOCC3)c3ccccc3n2)c1`?
MazF activator: 2; GDH-TPI inh: 14; Mtb FBA inh: -2; PrPC TRFRET: -1; Mtb UGM inh: 3.6; BoNT-F LC inh: 8; FadD28 binding: -1.3; Rv3671c protease: 0; BioA inh: -0.3

Results for CCOC(=O)N1CCC(N2C(=O)c3ccc(C(=O)Nc4cccc(OC)c4)cc3C2=O)CC1 ?
MazF activator: -3; GDH-TPI inh: 20; Mtb FBA inh: 2; PrPC TRFRET: 1; Mtb UGM inh: -2.4; BoNT-F LC inh: 5; FadD28 binding: -1.2; Rv3671c protease: 2; BioA inh: -1.9

How did O=C1C=C(c2ccccc2)C[C@H](c2cccs2)[C@H]1n1cnc([N+](=O)[O-])c1 do in these assays?
MazF activator: 2; GDH-TPI inh: -6; Mtb FBA inh: -2; PrPC TRFRET: -5; Mtb UGM inh: -0.6; BoNT-F LC inh: -6; FadD28 binding: -8.0; Rv3671c protease: -7; BioA inh: 2.4

What do the screens show for `Cn1c(CN2CCN(c3ccccc3NS(C)(=O)=O)CC2)nc2ccccc21`?
MazF activator: -3; GDH-TPI inh: -7; Mtb FBA inh: 0; PrPC TRFRET: -11; Mtb UGM inh: 1.6; BoNT-F LC inh: -21; FadD28 binding: -3.9; Rv3671c protease: 7; BioA inh: 0.0

How did COc1ccc(-c2cn(CC3CCCCC3)nn2)cc1 do in these assays?
MazF activator: -3; GDH-TPI inh: 11; Mtb FBA inh: 2; PrPC TRFRET: 3; Mtb UGM inh: 0.1; BoNT-F LC inh: -6; FadD28 binding: 1.2; Rv3671c protease: -4; BioA inh: -0.5

How did O=C(Cc1ccc(Br)cc1)N/N=C/c1cccnc1 do in these assays?
MazF activator: 0; GDH-TPI inh: 3; Mtb FBA inh: -2; PrPC TRFRET: 7; Mtb UGM inh: -2.8; BoNT-F LC inh: 4; FadD28 binding: -4.4; Rv3671c protease: -2; BioA inh: 3.0

Results for O=C(CCNc1n[nH]c(=O)[nH]c1=O)N1CCOCC1 ?
MazF activator: -6; GDH-TPI inh: 12; Mtb FBA inh: -2; PrPC TRFRET: -5; Mtb UGM inh: 0.8; BoNT-F LC inh: 0; FadD28 binding: 0.6; Rv3671c protease: -2; BioA inh: -1.4

How did CC(C)(C)C(=O)Nc1sc2c(c1C#N)CCCCC2 do in these assays?
MazF activator: 3; GDH-TPI inh: -4; Mtb FBA inh: 2; PrPC TRFRET: 0; Mtb UGM inh: 0.4; BoNT-F LC inh: -1; FadD28 binding: -0.9; Rv3671c protease: -4; BioA inh: -1.4

Results for CC(=O)Nc1ccc(N2C(=O)CSC2c2ccc(F)cc2)cc1 (stereo not given) ?
MazF activator: 2; GDH-TPI inh: 2; Mtb FBA inh: -5; PrPC TRFRET: -3; Mtb UGM inh: 1.2; BoNT-F LC inh: -9; FadD28 binding: -3.1; Rv3671c protease: -5; BioA inh: 2.8

How did CCC(CO)Oc1cc(NC(=O)c2ccc(C)cc2)c2ncn(C(C)C)c2c1 (stereo not given) do in these assays?
MazF activator: 6; GDH-TPI inh: -7; Mtb FBA inh: -1; PrPC TRFRET: 4; Mtb UGM inh: -1.6; BoNT-F LC inh: 3; FadD28 binding: -2.7; Rv3671c protease: 0; BioA inh: 11&4.5

Results for COc1ccccc1NC(=O)N(Cc1ccccc1)c1ccccn1 ?
MazF activator: 11; GDH-TPI inh: 14; Mtb FBA inh: -1; PrPC TRFRET: 3; Mtb UGM inh: 1.5; BoNT-F LC inh: -8; FadD28 binding: -0.5; Rv3671c protease: -4; BioA inh: 1.1

What do the screens show for `COc1ccc(C(=O)NNC(=O)c2ccc3ccccc3c2O)cc1`?
MazF activator: 6; GDH-TPI inh: 9; Mtb FBA inh: 2; PrPC TRFRET: -1; Mtb UGM inh: 0.7; BoNT-F LC inh: 23; FadD28 binding: -0.6; Rv3671c protease: 0; BioA inh: -0.6

What do the screens show for `O=c1[nH]c2ccc(NCc3ccccc3OCc3ccc(Cl)cc3)cc2[nH]1`?
MazF activator: 12; GDH-TPI inh: 3; Mtb FBA inh: 3; PrPC TRFRET: 1; Mtb UGM inh: 0.1; BoNT-F LC inh: 10; FadD28 binding: -2.3; Rv3671c protease: -12; BioA inh: -2.4

Results for CCCOc1ccccc1/C=C1\SC(N2CCCCC2)=NC1=O ?
MazF activator: 19; GDH-TPI inh: 15; Mtb FBA inh: 2; PrPC TRFRET: 1; Mtb UGM inh: -1.2; BoNT-F LC inh: -20; FadD28 binding: -0.6; Rv3671c protease: -4; BioA inh: -0.3

How did OC(COCc1ccc(Cl)cc1)CN1CCN(c2ccccn2)CC1 (stereo not given) do in these assays?
MazF activator: 3; GDH-TPI inh: 4; Mtb FBA inh: -1; PrPC TRFRET: -4; Mtb UGM inh: 1.5; BoNT-F LC inh: -14; FadD28 binding: -0.9; Rv3671c protease: -2

What do the screens show for `Cc1[nH]n(-c2ccccc2)c(=O)c1/C=N/N(c1ccccc1)c1ccccc1`?
MazF activator: -16; GDH-TPI inh: 10; Mtb FBA inh: 2; PrPC TRFRET: -8; Mtb UGM inh: -1.2; BoNT-F LC inh: -5; FadD28 binding: 1.6; Rv3671c protease: -7

What do the screens show for `COc1ccc(NC(=O)CNc2cccc(S(=O)(=O)N3CCCCCC3)c2)c([N+](=O)[O-])c1`?
MazF activator: -3; GDH-TPI inh: 1; Mtb FBA inh: 1; PrPC TRFRET: -24; Mtb UGM inh: -0.4; FadD28 binding: 1.1; Rv3671c protease: -3; BioA inh: -0.4

What do the screens show for `CC(=O)Oc1ccc(CCC(C)OC(C)=O)cc1` (stereo not given)?
MazF activator: 3; GDH-TPI inh: -6; Mtb FBA inh: -1; PrPC TRFRET: 0; Mtb UGM inh: 4.0; BoNT-F LC inh: -6; FadD28 binding: -1.7; Rv3671c protease: 2; BioA inh: -1.0

What do the screens show for `CCc1cccc(C)c1NC(=O)COC(=O)c1c2c(nc3ccccc13)/C(=C\c1cccs1)CCC2`?
MazF activator: -2; GDH-TPI inh: 4; Mtb FBA inh: -4; PrPC TRFRET: 0; Mtb UGM inh: -2.0; BoNT-F LC inh: -4; FadD28 binding: -3.7; Rv3671c protease: -43

Results for CCOc1ccc(C(=O)Nc2cc(C)ccn2)cc1 ?
MazF activator: 11; GDH-TPI inh: -4; Mtb FBA inh: -2; PrPC TRFRET: -6; Mtb UGM inh: -0.3; BoNT-F LC inh: -5; FadD28 binding: -3.1; Rv3671c protease: 8; BioA inh: 1.0

How did CCOC(=O)CC1Sc2ccccc2NC1=O (stereo not given) do in these assays?
MazF activator: -3; GDH-TPI inh: -2; Mtb FBA inh: -2; Mtb UGM inh: 2.7; BoNT-F LC inh: -2; FadD28 binding: -2.5; Rv3671c protease: 4; BioA inh: -1.3
